# From PubChem
# Mot1-301 SUMO – yeast Mot1-301 growth rescue at high temperature, primary screen, SUMOylation pathway inhibitor project, S. cerevisiae, ATP luminescence, 38.5C | S. cerevisiae Mot1-301 growth rescue; percent above DMSO median, 100 means doubled | growth rescue, % at 18.8 µM | 320,000 compounds, 1% hits | AID 2716, 2010;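 active = every valid replicate shows activation above 250% relative to neutral control wells; inactive = the rest, any valid replicate at or below 250%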;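 note: OY570 slx delta 5 strain wells were the positive control but not used for scaling; some compounds called inactive have numbers as strong as hits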
# RTF Ca sens act – cardiac RTF calcium sensitivity activators, primary screen, biochemical, IANBD-TnC fluorescence, EC20 calcium. AID 493008, 2010. Troponin I, cardiac muscle (Homo sapiens) + Troponin T, cardiac muscle (Homo sapiens) + …. 340,000 compounds, 0.24% hits. activation, % at 7.2 µM. IANBD-labeled TnC RTF fluorescence at EC20 calcium; 0% EC20 calcium, 100% full calcium;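 active = activation above the mean over all tested compounds plus 3 SD, cut at about 30% in these data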;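 note: rise in fluorescence read as greater calcium sensitivity of cardiac thin filaments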
# CDK5 p35 inh – inhibitors of human CDK5/p35 kinase, primary screen, biochemical, single concentration; Cyclin-dependent kinase 5 (Homo sapiens) + Cyclin-dependent kinase 5 activator 1 (Homo …; Recombinant CDK5/p35, ADP-Glo luminescence, 60 min; inhibition, % at 10 µM; 330,000 compounds, 0.01% hits;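 active = highest replicate inhibition of at least 50% and at least 75% of replicates reaching 50%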;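 note: plate controls were DMSO neutral control for no effect and GW8510 at 10 µM for full effect; many of its hits are not listed in these tables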
# PvdQ inh – P. aeruginosa PvdQ acylase inhibitors, primary screen, biochemical, fluorescence, plate reader and imaging, single point; PvdQ acylase [Pseudomonas aeruginosa LESB58]; purified PvdQ acylase; inhibition, % at 10 µM; 340,000 compounds, 0.063% hits; AID 488965, 2010; in the data active = inhibition above about 30%, passing the limit was not always enough;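 note: 0% = vehicle neutral wells and 100% = reference inhibitor wells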
# Cardiac RTF inh – cardiac RTF calcium sensitivity inhibitors, primary screen, biochemical, IANBD-TnC fluorescence, EC70 calcium | Troponin I, cardiac muscle (Homo sapiens) + Troponin T, cardiac muscle (Homo sapiens) + … | IANBD-labeled cardiac RTF, Ca2+ fluorescence | inhibition, % at 7.15 µM | 340,000 compounds, 0.12% hits;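 active = inhibition above the mean inhibition of all tested compounds plus 3 SD, cut at about 17% in these data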;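 note: assay run at fixed EC70 calcium of 1.6 mM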
# PfHsp90 yeast 2 – growth inhibition of PfHsp90-expressing yeast, primary screen, antimalarial PfHsp90 inhibitor project, S. cerevisiae, BacTiter-Glo luminescence, single point, set 2; 310,000 compounds, 0.32% hits; BacTiter-Glo ATP, 48 h; yeast lacking PDR1 and PDR3 efflux regulators; inhibition, % at 9.4 µM;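 active = every replicate shows inhibition above about 80%, whatever the replicate mean, limit read from the data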;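 note: 0% = DMSO neutral controls and 100% = 20 µM radicicol positive controls; yeast relying on Plasmodium falciparum Hsp90 in place of its own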
# dFosB act – activators of delta FosB homodimer, primary screen, biochemical, fluorescence polarization, TAMRA-CDK5 oligo, single point; purified delta FosB; percent of positive-control signal above neutral wells; Protein FosB (Mus musculus), P13346; 340,000 compounds, 0.99% hits; activation, % at 25 µM;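 active = mean activation above about 17%, with every replicate also reaching it, limit read from the data, passing the limit was not always enough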;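 note: fluorescence polarization rise as delta FosB binds a TAMRA Cdk5 AP-1 oligo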
# Rtt109 Vps75 – inhibitors of C. albicans Rtt109/Vps75 HAT, primary screen, biochemical, ThioGlo CoA-SH fluorescence, plate reader | Histone acetyltransferase RTT109 (Candida albicans (strain SC5314 / ATCC MYA-2876)), … | purified Rtt109/Vps75, 4 h | inhibition, % at 34.9 µM | 330,000 compounds, 0.16% hits;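 active = inhibition of at least 50% in every replicate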
# Keap1-Nrf2 PPI – Keap1-Nrf2 protein-protein interaction inhibitors, primary screen, biochemical, fluorescence polarization, single point | Kelch-like ECH-associated protein 1 (Homo sapiens), Q14145 | Keap1 Kelch-Nrf2 peptide fluorescence polarization, 1536-well | inhibition, % at 9.4 µM | 340,000 compounds, 0.15% hits | AID 504523, 2011; in the data active = inhibition above about 12%;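 note: human Keap1 Kelch domain with fluorescein labeled Nrf2 9mer peptide probe; 0% = neutral control wells and 100% = peptide positive control; higher means more block of Keap1 binding to Nrf2 peptide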
# NSD2 HMT inh – NSD2 histone methyltransferase inhibitors, primary screen, biochemical, AlphaScreen, single concentration, set 2; Histone-lysine N-methyltransferase NSD2 (Homo sapiens), O96028; NSD2 peptide methylation, 120 min; inhibition, % at 12.5 µM; 310,000 compounds, 0.54% hits; in the data active = inhibition above about 50%
# LANA DNA inh – inhibitors of KSHV C-LANA binding to DNA, primary screen, biochemical, fluorescence polarization, FAM-LBS DNA, MBP-C-LANA, single point; Kaposi's sarcoma herpesvirus LANA C-terminal domain (residues 932-1162) DNA binding; inhibition, % at 9 µM; 340,000 compounds, 0.078% hits; AID 504423, 2011;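 active = highest replicate inhibition at or above 60% at 9 µM, even if other replicates fall short; inactive = all replicates below 60% inhibition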;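 note: 0% = neutral control wells and 100% = 4 µM acridine orange control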
# * = called active by the depositor; i = inactive; / = no result given. Hits appear at their usual frequency. About 3.2% of those tested had a hit in this group.
SMILES,Mot1-301 SUMO,RTF Ca sens act,CDK5 p35 inh,PvdQ inh,Cardiac RTF inh,PfHsp90 yeast 2,dFosB act,Rtt109 Vps75,Keap1-Nrf2 PPI,NSD2 HMT inh,LANA DNA inh
CN(C)c1ccc(NC(=O)Nc2cccc3ccccc23)cc1,-4.4,1.2,3.1,10.6,-6.2,13.0,-11.1,-3.6,-2.2,3.0,-0.2
Cc1[nH]c2ccc(C(=O)NC3CCC(C)CC3)cc2c1C (stereo not given),-16.9,0.3,-0.8,6.8,-4.9,-9.3,-9.0,12.3,-3.5,1.7,-1.9
Cc1cc(N2CC(C)OC(C)C2)nc2ccccc12 (stereo not given),110.8,-3.6,-0.5,-4.5,-8.1,1.1,3.0,-8.6,4.3,-3.0,1.1
COC(=O)c1nc2n(n1)C(c1ccc([N+](=O)[O-])cc1)C(C(=O)Nc1ccc(Cl)cc1)=C(C)N2 (stereo not given),2.8,15.2,-1.1,-14.3,-4.8,1.9,34.5*,-2.7,-9.4,-1.0,-0.6
Cc1ccc(-c2nn3c(C)nnc3s2)cc1NC(=O)c1ccc(Br)o1,2.7,1.3,0.5,-8.9,-3.3,6.6,-4.4,0.7,-3.3,/,0.3
OCC[C@H]1C[C@@H](O)[C@H](O)[C@@]2(Cc3ccccc3CO2)O1,-13.6,1.2,-0.3,-10.1,-8.8,-4.1,-3.7,-11.5,4.2,/,2.1
Cc1nc2nc(COc3ccccc3)nn2c(C)c1Cl,-1.5,-4.3,-2.6,0.2,-4.0,8.2,-2.4,-0.9,3.9,-2.4,-1.5
COC(=O)c1cc2oc(C)cc2n1CC(=O)N1CCCc2ccccc21,321.8,-4.0,-0.3,-1.2,1.0,-6.0,-1.3,-5.0,-3.7,7.3,0.7
Cc1cccc(C)c1OCc1n[nH]c(=S)n1-c1ccccc1,-4.9,5.7,0.0,-12.8,-4.6,-44.3,-6.8,-28.8,-9.7,-1.0,-1.3
COc1cc(C)ccc1OCCCON1C(=O)CCC1=O,i,5.5,0.4,5.7,-6.4,-4.5,0.9,-16.9,-2.1,-2.2,0.6
Cn1cnc([N+](=O)[O-])c1Nc1cccc(O)c1,26.1,0.8,1.8,-1.1,3.0,-4.8,-0.3,14.1,-0.1,-1.6,0.0
O=C(O)C1CCC(CN(Cc2cccc(Br)c2)C(=S)Nc2ccccc2F)CC1 (stereo not given),-7.8,0.4,-2.2,-0.8,0.7,-18.3,-1.7,23.1,2.7,-0.9,-0.1
O=C(NC(=O)c1c(F)cccc1F)Nc1cccc(Oc2ncc(Cl)cn2)c1,/,-0.3,4.1,-12.2,-16.1,-0.8,-6.4,-14.1,-0.5,36.0,0.4
O=C(/C=C/c1cccs1)c1cc(Br)ccc1OC(=O)N1CCOCC1,263.9,3.2,-0.8,-13.2,-14.3,-14.1,1.2,2.2,-2.6,0.0,-1.2
Cc1cc(C(=O)NNC(=O)[C@H](C)NC(=O)c2ccc(Br)cc2)c(C)o1,154.9,0.6,0.1,4.8,-2.0,-4.6,-1.9,/,-5.9,4.5,-0.6
CCOC(=O)c1ccc(NC(=S)N2CCN(c3ccc(N4CCOCC4)nn3)CC2)cc1,-2.4,1.7,0.3,-9.5,-7.8,-51.3,-11.9,3.1,-2.4,2.4,-0.4
Cc1ccc([N+](=O)[O-])cc1S(=O)(=O)Nc1ccc(O)c(Sc2ncn[nH]2)c1,-4.1,2.9,-0.6,-21.0,-13.4,-14.2,11.0,12.6,-3.9,31.4,-0.6
CC(=O)Oc1ccc(/C=C(\NC(=O)c2ccco2)C(=O)NCc2ccccc2)cc1,-7.6,0.2,-0.6,12.7,-5.4,-4.3,-2.4,7.1,-1.4,1.4,-1.1
Cc1ccc(S(=O)(=O)N(C)CC(=O)N2CCCCCCC2)cc1,137.3,2.1,0.2,-7.9,-15.4,/,2.4,4.5,5.8,-0.5,1.6
CCOC(=O)C1=C(Nc2ccccc2)CC(C)(O)C(C(=O)OCC)C1c1ccccc1 (stereo not given),-2.8,4.2,1.1,-0.1,0.4,18.3,-10.3,-5.2,-0.2,-1.8,0.3
O=c1c(N=Nc2ccc(O)cc2)c(-c2ccccc2)[nH]n1-c1ccc([N+](=O)[O-])cc1,-1.8,-1.8,0.0,-13.6,-4.5,-7.4,-7.6,7.6,-4.7,-0.2,-7.8
O=C(O)c1ccc(C[n+]2c(-c3ccccc3)csc2Nc2ccccc2)cc1,25.7,-7.9,-0.9,-1.6,0.4,8.3,-5.3,17.7,-0.4,3.4,-0.2
CCCCn1c(O)c(N=Nc2ccccn2)c2ccccc21,15.7,-3.8,0.7,-6.5,-9.3,14.4,-11.1,-5.4,1.3,-2.9,-1.2
O=C(OCc1ccc(COC(=O)c2ccccn2)cc1)c1ccccn1,4.5,-2.0,-0.7,-14.5,-6.7,-10.4,-0.4,2.5,5.5,-2.5,0.7
COC(=O)C1C(c2ccccc2)C(C(=O)N2CCN(C)CC2)C1c1ccccc1 (stereo not given),327.7,-0.7,-1.1,6.6,-0.6,/,0.5,/,1.9,10.9,2.8
CCn1c(SCC(=O)Nc2cc(C)nn2-c2ccccc2)nnc1-c1cccs1,-13.5,6.4,-0.9,-11.0,-13.7,13.2,-11.6,-17.7,-4.1,-1.7,-0.8
COc1ccc(-c2noc(COc3ccccc3OC)n2)cc1OC,11.1,-1.1,-1.5,-15.7,-13.7,-5.8,-12.8,-2.0,-2.7,/,0.7
Cn1cc(C(=O)c2ccccc2C(=O)O)cc1C(=O)C(Cl)(Cl)Cl,-4.8,-5.7,-0.4,-3.4,-0.7,15.7,2.7,1.8,-0.4,1.0,-1.0
COc1ccccc1Nc1nnc(SC(C)C(=O)NC2CC2)s1 (stereo not given),-11.6,-1.4,-0.5,2.5,-13.7,-8.8,-6.1,2.1,0.1,-1.7,1.9
O=C(Cc1csc(NC(=O)Nc2ccc(Cl)cc2)n1)NCc1cccnc1,-17.5,1.2,-0.6,-9.0,4.0,5.1,-7.5,0.9,-0.9,-2.2,0.4
CCN1CCN(CCNC(=O)c2ccc(CS(=O)(=O)c3c(Cl)cccc3Cl)o2)CC1,6.0,4.8,0.0,-10.1,-3.7,-0.1,3.5,-4.7,0.7,/,0.7
O=C(N/N=C/c1ccccc1F)c1cccc2ccccc12,3.6,-0.3,0.3,-11.3,-0.5,-23.0,0.3,3.9,-4.5,0.6,-0.1
COc1ccc(-c2cn3nc(SCC(=O)NC4CCCCC4)ccc3n2)cc1,552.6,2.0,-3.6,-24.0,1.4,18.7,-9.2,-0.8,-3.9,4.2,0.3
O=C(c1ccc(CN2CCc3ccccc3C2)cc1)N1CCN(c2ccccc2)CC1,3.2,4.9,-0.4,-7.5,-21.2,-4.6,-10.5,7.8,-3.1,6.7,-1.2
COc1cccc(NC(=O)CC2S/C(=N\S(=O)(=O)c3ccccc3)N(c3ccccc3)C2=O)c1 (stereo not given),2.6,6.4,-0.8,-12.3,-11.6,6.0,-2.9,11.3,-0.9,0.2,3.1
COc1ccc(CNC(=O)C(c2ccco2)N(Cc2cccs2)C(=O)Cc2cccs2)cc1 (stereo not given),31.5,-4.4,-0.3,-22.9,-10.3,0.5,7.2,1.3,-0.3,1.7,-0.5
OCCC1CN(Cc2nc3ccc(F)cc3[nH]2)CCN1C1CCCC1 (stereo not given),-21.3,0.9,1.0,4.1,-2.3,2.4,9.0,-4.7,0.4,-1.9,0.4
C=CCN1C(=O)C2C(C(=O)NC)C3(C)C=CC2(O3)C1C(=O)NCc1ccc(OC)cc1 (stereo not given),-0.4,1.5,-0.6,-13.4,-8.0,-34.1,-1.8,-4.1,-6.8,1.0,-1.0
O=C(NNC(=O)C1COc2ccccc2O1)c1ccccc1 (stereo not given),2.0,-1.9,-0.1,-12.7,-8.8,/,8.3,-3.1,-4.7,-3.1,-1.7
OCc1nc2ccccc2n1CCCOc1ccccc1,-14.4,6.4,1.9,-10.4,-5.8,-21.1,-3.3,0.1,-5.5,/,1.7
Cc1ncc(CO)c(/C=N/Nc2ccc(C(F)(F)F)cn2)c1O,4.3,-3.1,3.1,-0.5,9.2,-28.9,-6.9,-7.0,-0.2,5.1,2.0
CC1=NN(C(=O)COc2cc(C)ccc2C(C)C)C(O)(c2ccccc2)C1 (stereo not given),23.9,1.0,0.3,-4.1,-10.0,-23.2,-11.6,3.8,6.2,-2.9,1.3
COc1cccc(C2CC(=O)NC3=C2C(=O)CCC3)c1 (stereo not given),8.1,0.0,0.1,-15.8,-0.1,-12.8,-3.7,-0.3,-3.5,/,5.4
Cc1ccc2nc3c(c(Nc4ccc5c(c4)OCCO5)c2c1)CCC3,/,-1.0,5.0,3.6,-19.7,-7.4,29.8*,-4.9,-2.2,13.9,-2.5
N#CC1=C(N)C2=CCCC[C@H]2[C@H](c2ccc(Br)cc2)C1(C#N)C#N,-22.7,12.7,-1.5,-8.2,-6.2,-45.5,-6.3,-4.8,-5.5,/,6.2
COc1ccc(S(=O)(=O)NCC(c2cccnc2)N2CCN(c3ccccc3OC)CC2)cc1C (stereo not given),/,-4.8,0.1,8.6,-2.3,12.5,-8.0,14.3,-0.2,7.6,0.9
